HIF act = HIF pathway transcriptional activation; activation, % at 7.5 µM (by protocol); U2OS HRE-luciferase reporter, luminescence; normalized: DMSO 0%, desferrioxamine 100%; 300,000 compounds, 0.32% hits; AID 1910;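 active = mean activation of at least 10% of the iron chelator positive control signal, with at least half of replicates also reaching 10%; inconclusive = mean and replicate majority disagree about reaching 10%; inactive = mean and most replicates under 10%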
Platelet DG rel = modulates dense granule release in human platelets | AID 1663 | 300,000 compounds, 0.22% hits | inhibition, %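 (compounds screened at 7.5 µM in platelet-rich plasma)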 | human platelet-rich plasma, SFLLRN dense granule ATP release, luminescence;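 active = mean replicate score, as percent of positive control, at or above 50; inconclusive = mean below 50 but at least one replicate at or above 50; inactive = mean and every replicate below 50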
AI-2 QS modul = Vibrio harveyi AI-2 quorum sensing modulation | Vibrio harveyi JMH597 AI-2 luminescence/OD600 ratio, 9 h; active compounds read low; strain lacks LuxN and CqsS sensors; 0 = neutral-control median | activity change, % at 7.5 µM | 300,000 compounds, 0.4% hits; in the data active = activity change below about -75%, passing the limit was not always enough; inconclusive = no clear call, values can overlap the other calls;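 note: luminescence divided by OD600 gain over 9 h not by final OD600 alone; inactives centre near 13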
HSF1 inh = HSF1 inhibition; activity change, negative = inhibition, % at 7.5 µM (by protocol); 300,000 compounds, 0.77% hits; NIH3T3-HGL HSE-luciferase, MG132-induced, luminescence 8 h; active compounds read low; AID 2098;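 active = more than half of replicate wells show activity change below -50%, luminescence cut by over half; inconclusive = some wells, but at most half, below -50%; inactive = no replicate well below -50%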;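 note: luciferase reports HSF-1 transcriptional activity via heat shock element; 0% = median of DMSO wells and -100% = zero luminescence signal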
IEC-6 tox = counter-screen for KLF5 inhibitors: cytotoxicity in IEC-6 cells; IEC-6 cytotoxicity, luminescence viability; inhibition, % at 5 µM; 290,000 compounds, 0.78% hits; AID 1825; in the data active = inhibition above about 22%;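 note: 0% = plate median of test compound wells and 100% = cytotoxic reference compound wells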
aSyn 5UTR inh = 5' untranslated region of α-synuclein, MLPCN primary screen | AID 1813 | 300,000 compounds, 0.82% hits | inhibition, % (tested at 7.5 µM) | alpha-synuclein 5'UTR reporter, inhibitor activity; in the data active = inhibition above about 60%; inconclusive = no clear call, values can overlap the other calls;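 note: H4 neuroglioblastoma cells stably carrying SNCA 5'UTR luciferase fusion; 0% = DMSO wells and 100% = positive control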
HSP90 inh = inhibitors of HSP90 luciferase refolding in rabbit reticulocyte lysate; 290,000 compounds, 0.91% hits; inhibition, % at 5.6 µM; AID 1789; luciferase refolding luminescence, 3 h;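 active = inhibition above the screen-wide mean plus 3 SD, computed separately per campaign, cut at about 16% in these data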;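 note: 0% = DMSO wells and 100% = 60 µM geldanamycin wells; inhibitors lower the luminescence because luciferase stays unfolded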
HSF1 activator = increases HSF-1 driven luciferase reporter signal; AID 504408; 300,000 compounds, 1.7% hits; activation, % at 9 µM; NIH3T3-HGL HSF-1 luciferase reporter, MG132, 8 h; 100% = twice DMSO control signal;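 active = mean replicate activation of at least 50% with a set share of replicates each reaching 50%; inconclusive = only one of those two conditions met; inactive = mean below 50% and too few replicates reaching it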;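 note: 0% = median of the neutral control wells and 100% = twice that signal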
SKKanGAS inh = SKKanGAS growth inhibition; inhibition, % at 7.5 µM; 300,000 compounds, 1.3% hits; AID 1662; S. pyogenes SKKanGAS, kanamycin growth, BacTiter-Glo, 6 h;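 active = mean replicate score, as percent of positive control median, at least 50; inconclusive = mean below 50 but one replicate at or above 50; inactive = mean and every replicate below 50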;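 note: strain carries kanamycin resistance gene driven by streptokinase promoter and grows in 40 µg/ml kanamycin; loss of luminescence reflects streptokinase promoter inhibition or plain growth inhibition; 0% = median of DMSO wells and 100% = positive control at its reference dose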
KLF5 inhibitor = kruppel-like factor 5 inhibition. DLD-1 KLF5 promoter-luciferase reporter, luminescence. inhibition, % at 5 µM. 290,000 compounds, 0.23% hits. AID 1700;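 active = inhibition above a per-plate limit of that plate's mean compound inhibition plus 3 SD, cut at about 60% in these data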;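 note: 0% = DMSO wells and 100% = LY294002 at 200 µM; higher means less KLF5 promoter-driven luciferase light; inactives centre near -14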
An asterisk follows results filed as active; ? = inconclusive; nt = no result given.

SMILES	HIF act	Platelet DG rel	AI-2 QS modul	HSF1 inh	IEC-6 tox	aSyn 5UTR inh	HSP90 inh	HSF1 activator	SKKanGAS inh	KLF5 inhibitor
COc1ccc(C)cc1S(=O)(=O)N(C)CC(=O)NC1CCCC1	-25	-3	19	3	-3	-3	-1	14	-14	-2
CC(NC(=O)CSC1=NCCS1)c1ccccc1 (configuration not stated)	-0.3	-5	16	-3	0	-28	-4	-1	2	-37
COc1ccc(NS(=O)(=O)c2cccc3ccccc23)cc1	-0.3	2	8	2	nt	-4	nt	12	1	nt
COc1cccc(C(=O)NCc2ccc3c(c2)OCO3)c1	-1.1	7	15	-6	4	-7	0	-4	0	-8
COc1ccc(C(=O)NCC2CCCO2)cc1S(=O)(=O)N1CCCc2ccccc21 (configuration not stated)	-1.0	15	17	-5	-4	-2	-1	-5	2	-20
Cc1ccc(O)c(NS(=O)(=O)c2cccc3nsnc23)c1	-1.0	-2	-6	-6	4	-11	-2	-6	2	-39
COc1cc(OC)c(OC)cc1/C=N/n1c(C)nnc1C	-0.3	30	25	-5	-1	14	1	-10	-2	-1
FC(F)(F)c1cccc(NC(=S)Nc2cccc(Cl)c2)c1	0.3	-2	16	nt	2	-14	5	nt	36	-9
O=C(Nc1ccc(C(=O)NCc2ccccc2)cc1)C1=CSCCO1	0.6	2	27	3	0	-4	-1	19	-3	-75
CN(C)c1ccc(S(=O)(=O)NCC(=O)NCC2CCCCC2)cc1[N+](=O)[O-]	-0.2	-28	19	-6	-6	17	9	-4	-2	13
Cc1ccccc1N1CCN(S(=O)(=O)c2cccs2)CC1	-1.0	-3	-26	3	6	7	-1	30	3	3
COc1ccc(OC)c(S(=O)(=O)N2CCN3CCCC3C2)c1 (configuration not stated)	-1.2	4	23	-3	-1	0	-2	-5	-7	-23
Cc1cnc(NC(=O)CSc2nnc(-c3cccs3)n2C)s1	0.2	-9	25	-7	0	-18	-2	-19	-2	-26
Cc1ccc(S(=O)(=O)N(C)C)cc1NC(=O)CCCNC(=O)c1ccc(Cl)cc1	2.1	-7	2	3	1	-1	1	-2	-3	-18
CCc1ccc(OCC(=O)OCC(=O)NCCNC(=O)COC(=O)COc2ccc(CC)cc2)cc1	-0.5	5	47	5	0	-32	1	4	-1	-16
COCCCNC(=O)Cc1ccc(-n2c(C)nc3cccnc32)cc1	-6.8	1	19	-9	-6	-9	-2	14	1	-5
CC(=O)Nc1nc2ccc(-c3nc4ccccc4o3)cc2s1	1.0	-2	15	9	5	-108	-2	26	17	-190
CC[C@H](C)[C@H](NS(=O)(=O)c1ccc(C)cc1)C(=O)N1CCC(C(=O)N[C@H](C(=O)O)C(C)C)CC1	0.1	-2	23	-6	3	-4	1	-10	5	-33
Cc1cc(C)c(S(=O)(=O)Nc2ccc(O)cc2)c(C)c1	-0.6	-7	13	8	-3	-2	-4	1	2	11
COc1ccc(/C(C)=N/NC(=O)CNC(=O)C2COc3ccccc3O2)c(OC)c1 (configuration not stated)	-0.1	16	10	-6	0	1	13	-9	5	-25
CCN(CCCNC(=O)C1CCC(=O)N1C(C)C)c1cccc(C)c1 (configuration not stated)	0.4	7	nt	22	0	20	-5	44	-4	-15
Cc1ccc(/C(C#N)=C\c2ccc(N3CCOCC3)o2)cc1	0.5	2	20	58	2	-313	-2	76*	-10	-41
CC(NC(=O)C(NC(=O)C(Cc1c[nH]c2ccccc12)NC(=O)OC(C)(C)C)C(C)C)C(N)=O (configuration not stated)	0.6	-10	8	2	-1	6	-1	-10	5	-24
COc1cc(CCCN2C(=S)NC[C@@H]2CC2CCCCC2)cc(OC)c1OC	-3.2	-3	-1	5	nt	2	nt	2	-3	nt
Cc1nnc(SCC(=O)NC(=O)Nc2ccc3c(c2)OCCO3)n1N	1.1	0	5	0	-6	-114	2	22	0	-70

Arranged by formula weight (largest number first): part of the list above.
SMILES	HIF act	Platelet DG rel	AI-2 QS modul	HSF1 inh	IEC-6 tox	aSyn 5UTR inh	HSP90 inh	HSF1 activator	SKKanGAS inh	KLF5 inhibitor
COc1ccc(/C(C)=N/NC(=O)CNC(=O)C2COc3ccccc3O2)c(OC)c1 (configuration not stated)	-0.1	16	10	-6	0	1	13	-9	5	-25
CN(C)c1ccc(S(=O)(=O)NCC(=O)NCC2CCCCC2)cc1[N+](=O)[O-]	-0.2	-28	19	-6	-6	17	9	-4	-2	13
Cc1nnc(SCC(=O)NC(=O)Nc2ccc3c(c2)OCCO3)n1N	1.1	0	5	0	-6	-114	2	22	0	-70
O=C(Nc1ccc(C(=O)NCc2ccccc2)cc1)C1=CSCCO1	0.6	2	27	3	0	-4	-1	19	-3	-75
Cc1cnc(NC(=O)CSc2nnc(-c3cccs3)n2C)s1	0.2	-9	25	-7	0	-18	-2	-19	-2	-26
COCCCNC(=O)Cc1ccc(-n2c(C)nc3cccnc32)cc1	-6.8	1	19	-9	-6	-9	-2	14	1	-5
Cc1ccc(O)c(NS(=O)(=O)c2cccc3nsnc23)c1	-1.0	-2	-6	-6	4	-11	-2	-6	2	-39
Cc1ccc(/C(C#N)=C\c2ccc(N3CCOCC3)o2)cc1	0.5	2	20	58	2	-313	-2	76*	-10	-41
COc1cc(OC)c(OC)cc1/C=N/n1c(C)nnc1C	-0.3	30	25	-5	-1	14	1	-10	-2	-1

The listing continues:
SMILES	HIF act	Platelet DG rel	AI-2 QS modul	HSF1 inh	IEC-6 tox	aSyn 5UTR inh	HSP90 inh	HSF1 activator	SKKanGAS inh	KLF5 inhibitor
COc1ccc(CCN(C)C(=O)CSc2nnc(C3CC3)n2N)cc1OC	-0.2	-10	17	-8	nt	6	nt	-7	-3	nt
OCCN(Cc1ccccc1)Cc1cccc(F)c1	-0.5	7	20	-5	3	-3	0	-4	0	-16
COC(=O)C1=C(C)N(c2ccc(OC)cc2)C(C)=C(C(=O)OC)C1c1ccccc1	-0.6	8	2	15	-2	1	6	18	-46	-16
COc1ccccc1Nc1nc2ccc(C)cc2cc1C#N	2.3	1	3	2	-1	-87	-2	11	-11	-2
Cc1cccc(/C=N/N(CCO)C2=NS(=O)(=O)c3ccccc32)c1	-0.1	0	29	-7	2	18	5	-4	15	-10
COc1cc(C(=O)NCc2nc(C)cs2)ccc1OC1CCN(C(C)=O)CC1	-0.3	-3	42	-10	-5	-6	-2	-10	3	-14
CCOC(=O)c1sc(=S)n(-c2ccc3c(c2)OCO3)c1N	0.3	6	15	-5	1	13	0	-4	5	-11
COc1cc(/C=C2\SC(=Nc3ccc(Cl)c(C(=O)O)c3)NC2=O)c(Br)c(Br)c1O	0.1	0	1	-3	0	16	0	-21	-3	-11
COc1ccc(OC)c(/C=N\NC(=O)c2ccc(COc3ccc(C)cc3[N+](=O)[O-])o2)c1	0.4	18	3	12	nt	4	nt	35	-4	nt
CN(C)S(=O)(=O)c1cccc(NC(=O)COC(=O)c2cc(=O)c3ccccc3o2)c1	0.0	0	27	-6	-1	1	-3	-14	5	-10
O=C1CN(C(=O)c2cccc([N+](=O)[O-])c2)CC(=O)N1	-0.1	9	7	-5	0	15	-4	18	2	-28
CCOC(=O)c1ccc(NC(=O)c2c(N)n(Cc3ccccc3)c(=O)[nH]c2=O)cc1	0.0	6	28	-3	nt	13	nt	1	-1	nt
FC(F)(F)c1ccc(NC(=S)NC2CCCCC2)cc1	2.8	1	21	9	1	-78	-6	13	16	-48
CCOC(=O)C1=C(C)OC(N)=C(C#N)C1c1cc(SCC)oc1C (configuration not stated)	0.1	1	18	3	-2	19	3	2	-1	-28
O=C(NCc1ccc(OC(F)(F)F)cc1)c1ccc2c(c1)S(=O)(=O)c1ccccc1C2=O	-1.4	-1	37	-1	nt	6	nt	5	17	nt
CN1c2ccccc2Oc2nnc(N3CCN(Cc4ccccc4)CC3)cc21	3.6	-2	12	0	6	-97	1	13	6	-26
c1ccc(-c2nnc(-c3ccncc3)nc2-c2ccccc2)cc1	0.7	-2	36	-13	5	-105	-1	-2	-3	0
CC(=O)N1[C@H](C)C=C[C@]1(Cc1ccccc1)C(=O)NCCN1CCOCC1	0.5	-5	3	-5	nt	22	nt	14	1	nt
N=C1c2ccccc2CN1NC(=O)c1cccc(S(=O)(=O)N2CCCCC2)c1	-0.3	2	14	3	-2	15	-3	16	-8	-40
CN(c1ccccc1)c1ccc(/C=C(\C#N)c2nnc3n2CCCCC3)cc1[N+](=O)[O-]	0.3	19	8	-2	-7	40	-1	0	6	-30
CCn1c(C(=O)N2CCC(C(=O)N3CCN(c4ccccn4)CC3)CC2)cc2sccc21	-0.3	?	33	-2	-3	20	-3	-7	0	3
O=C(COC(=O)c1ccc2ccccc2c1)NCCCc1ccccc1	-0.2	-9	-2	-1	2	-4	-1	14	-23	-25
Cc1cc(=O)oc2cc(NC(=O)CN3C(=O)NC(C)(c4ccccc4)C3=O)ccc12 (configuration not stated)	-0.3	-16	-84*	-11	nt	-16	nt	-29	-8	nt
Cc1ccc(NC(=S)N/N=C2\CC3CC=CC23)c(C)c1 (configuration not stated)	-15	0	5	-2	-4	2	2	3	3	14
Cn1c(=O)n(C)c2cc(N3CCOCC3)c(NC(=O)c3cccc(Cl)c3)cc21	-0.2	2	4	-4	4	7	3	3	-7	-20

(continued)
SMILES	HIF act	Platelet DG rel	AI-2 QS modul	HSF1 inh	IEC-6 tox	aSyn 5UTR inh	HSP90 inh	HSF1 activator	SKKanGAS inh	KLF5 inhibitor
O=C(NCc1ccco1)C12CC3CC(CC(C3)C1)C2	-0.3	7	10	-3	-2	15	3	-4	-3	-31
O=C(C1CCCN(c2ncnc3c2nc2n3CCCCC2)C1)N1CCN(c2ccccc2)CC1 (configuration not stated)	3.6	8	18	22	3	-148	1	43	0	-56
CCOc1ccc(CCNC(=O)CSc2cc(=O)n(C)c3ccc(Cl)cc23)cc1OCC	0.5	-7	32	-5	2	11	1	1	-4	9
O=C(Cn1cc(C(F)(F)F)ccc1=O)N/N=C/c1ccc(F)cc1	0.5	-3	0	-13	7	6	2	13	-1	-5
COc1ccc(C(CNc2ccc(C(F)(F)F)cn2)N(C)C)cc1OC (configuration not stated)	-1.6	14	nt	-9	10	9	0	13	6	5
O=C(O)CCC(=O)N1CCc2cc(S(=O)(=O)NC3CCCC3)ccc21	-0.2	5	5	-1	1	14	1	3	0	-10
COc1ccc(-c2cn3cccnc3n2)cc1F	2.2	-5	35	4	10	-108	1	23	-7	-50
Cc1sc2nc(SCc3nc(-c4cccs4)no3)n(-c3ccccc3)c(=O)c2c1C	nt	-3	29	0	1	21	-1	2	12	8
Cc1ccc(CNC(=O)CC2(CC3=NS(=O)(=O)c4ccccc4N3)CCCC2)cc1	-0.4	3	22	14	3	14	7	16	-1	-15
O=C(CCS(=O)(=O)c1ccc(Br)s1)NCc1ccc2c(c1)OCO2	-0.6	-4	31	-8	3	21	5	17	-11	-13

Screening data as filed in PubChem.
